CHT block: human CHT choline transport inhibition | CHT-expressing cells, membrane potential dye, choline response; stronger effect = lower value | B-score at 10 µM | 310,000 tested, 0.86% active;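 active means B-score over 3 SD under the library average, and starting fluorescence ratio not unusually high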;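 further: choline stimulus applied at its EC90 after an EC20 pre-addition; B-score computed on integrated fluorescence ratio after choline addition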
Target sequence (Q9GZV3 whole entry, looked up): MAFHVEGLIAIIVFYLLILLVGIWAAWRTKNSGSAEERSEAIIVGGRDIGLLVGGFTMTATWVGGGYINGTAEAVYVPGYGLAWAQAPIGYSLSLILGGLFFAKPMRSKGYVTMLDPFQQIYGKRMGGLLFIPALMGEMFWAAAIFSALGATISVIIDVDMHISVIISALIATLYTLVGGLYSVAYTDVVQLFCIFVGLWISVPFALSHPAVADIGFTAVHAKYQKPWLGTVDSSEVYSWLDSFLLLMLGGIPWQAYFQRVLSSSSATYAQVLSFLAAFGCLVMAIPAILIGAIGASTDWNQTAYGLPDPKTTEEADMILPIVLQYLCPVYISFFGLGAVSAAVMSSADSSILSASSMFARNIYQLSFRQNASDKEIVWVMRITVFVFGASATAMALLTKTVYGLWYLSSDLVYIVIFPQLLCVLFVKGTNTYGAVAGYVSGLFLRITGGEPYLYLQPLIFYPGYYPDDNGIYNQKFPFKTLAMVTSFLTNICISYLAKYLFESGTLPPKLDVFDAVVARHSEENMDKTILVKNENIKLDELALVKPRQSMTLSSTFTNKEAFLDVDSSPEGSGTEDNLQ
STK33 kinase inh: inhibitors of human STK33 kinase. AID 2661. 320,000 tested, 0.073% active. Q9BYT3. purified STK33, MBP phosphorylation, ADP-Glo luminescence. inhibition, % at 10 µM;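 active means inhibition at or above 25%, using the most active replicate where run in duplicate; inactive means inhibition below 25%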
CHT PAM: allosteric activators of human choline transporter CHT; AID 488977; Q9GZV3; 310,000 tested, 0.49% active; B-score at 10 µM; CHT-expressing cells, membrane potential dye, choline EC20; stronger effect = higher value; LV-AA mutant CHT in HEK293 cells;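 active means initial fluorescence not abnormally high and integrated response B-score, plate-corrected, over 3 SD above library mean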
Numbers without * were called inactive; i = inactive; x = no result given.

Sample of the layout (3 entries):
SMILES,CHT block,STK33 kinase inh,CHT PAM
Nc1nc(NCCc2ccccc2)nc(NCCO)c1[N+](=O)[O-],i,4.6,i
CC(=O)NC(CSc1cc(C)nc2ccc(Br)cc12)C(=O)O (stereo not given),i,-2.7,i
Cc1oc2c(C)c3oc(=O)c(CCC(=O)N[C@@H](CC(C)C)C(=O)O)c(C)c3cc2c1C,i,-1.8,i

This part in full, repeating the preview:
SMILES,CHT block,STK33 kinase inh,CHT PAM
Nc1nc(NCCc2ccccc2)nc(NCCO)c1[N+](=O)[O-],i,4.6,i
CC(=O)NC(CSc1cc(C)nc2ccc(Br)cc12)C(=O)O (stereo not given),i,-2.7,i
Cc1oc2c(C)c3oc(=O)c(CCC(=O)N[C@@H](CC(C)C)C(=O)O)c(C)c3cc2c1C,i,-1.8,i
O=c1c2ccccc2nc(/C=C/c2ccc([N+](=O)[O-])o2)n1CCCO,i,-0.9,i
CCN(CC)c1cc(-c2ccccc2)ncn1,i,x,i
NS(=O)(=O)c1cc(C(=O)NCC2CCCCC2)ccc1Cl,i,-1.9,i
Cc1ccc(S(=O)(=O)C2C(=O)NC3(C)CC2c2ccccc2O3)cc1 (stereo not given),i,-0.4,i
c1ccc(C2Nc3ccccc3C3OCCCC23)cc1 (stereo not given),i,-0.6,i
O=C(Nc1cccc2c1C(=O)NC2=O)c1ccc(N2C(=O)CCC2=O)cc1,i,0.3,i
Cc1cc(C)cc(N(CC(=O)Nc2ccc(C(F)(F)F)cc2)S(=O)(=O)c2c(C)[nH]c(=O)[nH]c2=O)c1,i,x,i
O=C(CSc1nnc(-c2ccncc2)n1Cc1ccccc1)NCCc1ccccc1,i,-1.2,i
CC(NC(=O)Nc1nnc(C(F)(F)F)s1)(C(F)(F)F)C(F)(F)F,i,0.0,i
Cc1[nH]ccc(=O)c1OCC(=O)O,i,-0.6,i
Cc1c(CN(C)C(=O)CSc2nc(-c3ccco3)cc(C(F)(F)F)n2)cnn1C,-7*,-1.2,i
O=C(CCCO)N/N=C/c1cc(Br)ccc1O,i,3.4,i
Cc1ccc(-n2cc(CNCC3CC(=O)N(C4CC4)C3)c(-c3cccc(C)c3)n2)cc1 (stereo not given),i,-1.8,i
O=C(N/N=C/c1cccc(C(F)(F)F)c1)C1CCN(c2ncc(C(F)(F)F)cc2Cl)CC1,i,1.1,i
CCOc1ccc(S(=O)(=O)Nc2nc3cc(OC)ccc3s2)cc1,i,-1.0,i
O=C1NCCN1C(=O)c1cccc(Cl)c1,i,-3.0,i
Cc1ccc(S(=O)(=O)n2cnc3ccccc32)cc1[N+](=O)[O-],i,2.9,i

With a hit mark in CHT block, among the entries above:
compound | CHT block | STK33 kinase inh
Cc1c(CN(C)C(=O)CSc2nc(-c3ccco3)cc(C(F)(F)F)n2)cnn1C | -7* | -1.2

Other structures follow.
SMILES,CHT block,STK33 kinase inh,CHT PAM
CC(=O)NCCn1c(SCC(=O)c2ccc(Cl)cc2)nc2ccccc2c1=O,i,-2.0,i
Cc1cc(NC(=O)c2c(F)cccc2Cl)n(-c2nc3ccccc3[nH]2)n1,i,3.1,i
COc1ccc(Nc2nccc(-c3ccc([N+](=O)[O-])cc3)n2)cc1,i,-0.2,i
COc1ccc(OC)c(-c2csc(NC(=O)C3CSC4(C)CCC(=O)N34)n2)c1 (stereo not given),i,-2.1,i
Cn1nc(-c2ccccc2)c(CN2CCN(c3ncccn3)CC2)c1Cl,i,0.0,i
CCOc1ccc(C(=S)N2CCCC2)cc1OC,i,0.8,i
COc1ccc(Cc2nnc(NC(=O)C(C)C)s2)cc1,i,-0.9,i
CCCCn1c(N)c(N(CCOC)C(=O)COc2ccc(C(C)=O)cc2)c(=O)[nH]c1=O,i,0.4,i
CO/N=C/c1ccc(N2CCN(C(=O)c3ccc(Cl)cc3Cl)CC2)c([N+](=O)[O-])c1,i,-0.7,i
CCNC(=O)NC(=O)C(C)OC(=O)CCCc1nc2ccccc2s1 (stereo not given),i,0.7,i
O=C(CCN1CCOCC1)N1CCCC(Nc2ccc(F)cc2)C1 (stereo not given),i,0.2,i
CCOc1ccc(CCNC(=O)CS(=O)Cc2nc(-c3ccccc3C)oc2C)cc1OCC (stereo not given),i,-1.5,i
Cc1ccc(S(=O)(=O)NNC(=O)Nc2cccc(F)c2)c(C)c1,i,-1.3,i
Cc1oc2cc3oc(=O)c(CCC(=O)NCc4ccccn4)c(C)c3cc2c1C,i,0.4,i
C=CCOC(=O)C1=C[C@H](C2CCCCC2)C[C@H](OCc2ccc(CO)cc2)O1,i,-0.6,i
O=C(c1ccc(OC2CCN(CCc3ccccc3)CC2)cc1)N1CCCC(O)C1 (stereo not given),i,-0.1,i
Cc1ccc2[nH]c(=O)c(C(c3nnnn3CC3CCCO3)N3CCCc4ccccc43)cc2c1 (stereo not given),i,0.2,i
CC1CCCCC1NC(=O)CCn1ccc2cc(S(=O)(=O)N3CCCC3)ccc21 (stereo not given),-6.2*,-0.3,i
CC(C(=O)NCCc1ccc(Cl)cc1)n1c(=O)c2cccn2c2cccnc21 (stereo not given),i,-0.3,i
O=C(c1cccc(Br)c1)N1CCCc2ccccc21,i,-0.5,i

Arranged by count of non-hydrogen atoms (high to low): 3 of the compounds above.
SMILES,CHT block,STK33 kinase inh,CHT PAM
Cc1ccc2[nH]c(=O)c(C(c3nnnn3CC3CCCO3)N3CCCc4ccccc43)cc2c1 (stereo not given),i,0.2,i
O=C(c1ccc(OC2CCN(CCc3ccccc3)CC2)cc1)N1CCCC(O)C1 (stereo not given),i,-0.1,i
Cc1ccc(S(=O)(=O)NNC(=O)Nc2cccc(F)c2)c(C)c1,i,-1.3,i

(more compounds)
SMILES,CHT block,STK33 kinase inh,CHT PAM
Cc1nn(-c2ccccc2)c(Cl)c1/C=N/NS(=O)(=O)c1ccc(Br)cc1,i,-2.0,i
CCC(c1nnnn1C(C)(C)CC)N(CCN1CCOCC1)Cc1cc2cc(C)ccc2[nH]c1=O (stereo not given),i,-1.3,i
CCCc1[nH]c2ccc(C(=O)OC)cc2c1CCC,i,0.3,i
NS(=O)(=O)c1cc(C(=O)OCC(=O)Nc2ccccc2[N+](=O)[O-])ccc1Cl,i,-0.7,i
Cc1ccc(C(=O)O)cc1-n1c(C)cc(C=O)c1C,i,-0.6,i
COCCNC(=O)NC12CC3CC(CC(C3)C1)C2,i,-1.7,i
Cc1ccc2c(C)nc(/N=C(\N)NC(=O)N3c4ccccc4Sc4ccccc43)nc2c1,i,-0.9,i
COCC(=O)N1CCC(Oc2ccc(C(=O)NCCCn3cccn3)cc2)CC1,i,8.8,i
Cc1ccc(CNC(=O)COC(=O)c2c(C)noc2C)cc1,i,-1.6,i
O=C(Nc1ccc(OC(F)(F)F)cc1)c1n[nH]c(Cn2cncn2)n1,i,-2.1,i
CCOC(=O)N1CCN(C2=NC3(CCCCC3)C(C#N)C(=O)N2)CC1 (stereo not given),i,1.2,i
CCC(C)c1ccc(O)c(/C=N/O)c1 (stereo not given),i,-0.2,i
O=C(Nc1ccccc1C(=O)OCn1nnc2ccccc2c1=O)c1ccco1,i,-0.7,i
COc1ccccc1C(=O)NNC(=O)c1cccc(Br)c1,i,-1.7,i
COc1cc(-c2noc(CCC(=O)NC3CCCCC3)n2)cc(OC)c1OC,i,-1.1,i
Cc1ccc(-n2nnnc2SCC(=O)NCCC2=CCCCC2)c(C)c1,i,-2.3,i
CC(C)(C)c1cc(C(=O)NNc2cccc(Cl)c2)n(Cc2ccccc2)n1,i,-1.8,i
Cc1[nH]c2ccccc2c1CCNS(=O)(=O)c1ccc(S(N)(=O)=O)cc1,i,0.2,i
Cc1cc(C)cc(N(CC(=O)NC2CCCCC2)C(=O)CCCC(=O)Nc2ccccn2)c1,i,0.8,i
CCCSc1nnc(N2C(=O)CC(c3ccsc3)C3=C2CCCC3=O)s1 (stereo not given),i,-2.6,i

Remaining list, next part.
SMILES,CHT block,STK33 kinase inh,CHT PAM
O=C(O)c1ccc(NCc2ccc3c(c2)OCO3)cc1,i,0.6,i
O=C(CCSc1nnc(-c2ccco2)o1)Nc1ccc(F)cc1,i,0.3,i
CCCCc1ccc(NC(=S)N2CCN(C)CC2)cc1,i,-2.0,i
COc1ccc(OC)c(C2C(C#N)=C(N)Oc3c2c(C)nn3-c2ccc(C)cc2)c1 (stereo not given),i,-0.7,i
C=CCSc1cc(C)nc2c(-c3ccccc3)cnn12,i,0.5,i
CCn1ncc(C2=NOC(C(=O)NCc3ccccc3)C2)c1C (stereo not given),i,0.1,i
Cc1ccc(-n2c(C)cc(C(=O)CSc3nnnn3C)c2C)cc1,i,-1.3,i
O=S(=O)(c1cccs1)N1CCN(c2ncccn2)CC1,i,-2.2,i
CCOc1ccc(S(=O)(=O)N(C)CC(=O)NCCN2CCOCC2)cc1,i,0.8,i
CC(NC(=O)CSc1nnc(-c2cccc(S(=O)(=O)N3CCCCC3)c2)o1)C12CC3CC(CC(C3)C1)C2 (stereo not given),i,-1.2,i
CNc1oc(-c2ccccc2)nc1S(=O)(=O)c1ccc(C)cc1,i,0.1,i
CCCCC(=O)c1c(O)c2ccccc2oc1=O,i,-1.0,i
COc1ccc(/C=C/C(=O)c2ccccn2)cc1,i,0.8,i
O=c1c(-c2ccc3c(c2)OCCO3)coc2c(CN3CCOCC3)c(O)ccc12,i,-0.9,i
O=C(CCNC(=O)c1ccc(Cl)cc1)Nc1ccccc1Cl,i,-1.0,i
CN(C)CCCNS(=O)(=O)c1ccc(Cl)s1,i,0.6,i
Cc1ccccc1OCC(=O)NC(=S)Nc1ccc2c3c(cccc13)CC2,i,-1.1,i
O=C(Nc1ccc(Br)cc1F)c1sccc1-n1cccc1,i,1.2,i
Nc1nc(N)c(N=Nc2ccc(Cl)cc2)c(=O)[nH]1,i,-0.3,i
CCCCOc1ccc(/C=C/C(=O)NC2=Nc3ccccc3NC(C)=C2C(=O)OCC)cc1OC,i,-2.7,i
Cc1cc(C(=O)Nc2ccc(Cl)cc2)c(C)n1-c1ccccc1,i,0.3,i
C=CCn1c(COc2ccc(OC)cc2)nnc1SCn1nnc2ccccc2c1=O,i,-0.5,i
COCCCN1CN(Cc2ccccc2)CNC1=S,i,-0.3,i
CCNc1nc(NCC)n2c(SCC(=O)NC34CC5CC(CC(C5)C3)C4)nnc2n1,i,0.5,i
Cc1cnc(C)c(N2CCN(C(=O)C3CCC(=O)N(CCc4cccc(F)c4)C3)CC2)n1 (stereo not given),i,-0.6,i
Cc1ccccc1C(=O)NC1CCN(Cc2nnnn2C2CCCC2)CC1,i,0.3,i
CSc1nsc(SCC(=O)Nc2ccc(Cl)c(C(=O)O)c2)n1,i,-3.0,i
O=C(O)/C=C/c1cccc(NC(=O)c2ccccc2)c1,i,3.4,i
Cc1noc(C)c1CSCC(=O)N(C)CC(=O)Nc1ccc(Cl)c(C(F)(F)F)c1,i,-1.2,i
COc1ccc(OC)c(S(=O)(=O)Nc2ccc(-c3ccc4nnc(C)n4n3)cc2)c1,i,-0.5,i
O=C(O)c1cccc(-c2nnn(Cc3ccccc3Cl)n2)c1,i,-0.7,i
Cc1ccc(C)c(NC(=O)CN(C)C(=O)c2ccc3[nH]c4c(c3c2)CC(C)CC4)c1 (stereo not given),i,0.3,i
O=C(CSc1nc(C2CC2)nc2ccccc12)Nc1ccc2c(c1)OCCO2,i,-0.1,i
O=C(c1ccccc1)N(Cc1nc2ccccc2c(=O)[nH]1)C1CCCC1,i,0.9,i
COc1ccc(/C=C2\SC(=O)N(CCNC(=O)Cn3cnnn3)C2=O)cc1,i,0.3,i
CNC(=S)NC12CC3CC(CC(C3)C1)C2,i,0.0,i
COC(=O)Cc1c(C(=O)OC)nnn1-c1cccc(C(F)(F)F)c1,i,-0.6,i
CN=C(Nc1ccc(C(=O)OC)s1)c1ccccc1,i,-3.2,i
CCCCNC(=O)c1c(C)cc(=O)oc1C,i,-0.2,i
Cn1ncnc1SCc1cn2cccnc2n1,i,0.0,i
COc1cccc2c1cc1c(=O)n(CC(=O)N3CCCCCC3)nc(C)n12,i,-1.7,i
CC(=O)c1ccc2c(ccc3ccccc32)c1,i,-2.0,i
COC(=O)c1ccc(-n2nnnc2SCC(=O)Nc2cc(OC)ccc2OC)cc1,i,-0.8,i
CCCCC(=O)NC(=S)Nc1nnn(CCC)n1,i,0.8,i
COc1ccc(-c2n[nH]c3c2CN(C(=O)c2ccc(F)cc2)CC3)cc1,i,2.7,i
CC(=O)NCCC1CCN(C(=O)C2CCC(=O)N(C3CCCC3)C2)CC1 (stereo not given),i,-1.6,i
O=C(c1cc(F)c(F)c(F)c1F)N1CCN(Cc2ccc3c(c2)OCO3)CC1,i,-1.5,i
CC(C)(C)OC(=O)N[C@@H](Cc1ccccc1)c1nnc(SCC(=O)c2ccc(Cl)cc2)o1,i,-0.6,i
c1ccc(-c2ccc(-c3ccncn3)cc2)cc1,i,-0.7,i
O=C(CNC(=O)c1cccc(OC(F)F)c1)OCC(=O)c1ccccc1,i,-0.9,i
O=S(=O)(c1ccc(S(=O)(=O)N2CCCN(Cc3ccccc3)C2)cc1)N1CCCCCC1,i,-0.4,i
